ST2 IL33 inh – IL1RL1 inhibition; Q01638; AlphaLISA ST2-Fc/biotin-IL-33 interaction, 1 h; inhibition, % for hits at 17 µM; 78,000 compounds, 2.3% hits; AID 1259354; in the data active = inhibition above about 30%; inconclusive = mostly about 10% to 28%
Target sequence (Q01638 whole entry, looked up): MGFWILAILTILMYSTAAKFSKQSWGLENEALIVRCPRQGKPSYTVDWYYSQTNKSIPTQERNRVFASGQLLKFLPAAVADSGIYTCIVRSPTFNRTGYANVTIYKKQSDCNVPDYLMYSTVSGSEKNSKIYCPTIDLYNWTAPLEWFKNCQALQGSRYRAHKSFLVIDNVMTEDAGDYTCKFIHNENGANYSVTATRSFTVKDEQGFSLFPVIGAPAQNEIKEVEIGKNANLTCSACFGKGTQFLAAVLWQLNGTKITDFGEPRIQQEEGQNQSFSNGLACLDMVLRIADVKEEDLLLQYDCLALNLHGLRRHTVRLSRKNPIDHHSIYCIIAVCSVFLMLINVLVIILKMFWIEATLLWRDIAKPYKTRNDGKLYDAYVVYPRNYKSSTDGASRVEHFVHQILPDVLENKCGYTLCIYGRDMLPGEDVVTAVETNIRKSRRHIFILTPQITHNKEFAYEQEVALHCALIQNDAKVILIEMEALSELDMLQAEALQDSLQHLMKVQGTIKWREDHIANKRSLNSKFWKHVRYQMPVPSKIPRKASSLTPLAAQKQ
Starred values were filed as active, the others as inactive; i = inactive; ? = inconclusive.

No.	compound	ST2 IL33 inh
1	Cc1ccc(CCN2CC(C(=O)NCCN3CCCC3)CC2=O)cc1 (centres undefined)	i
2	O=C(c1cn2cccnc2n1)N1CCCC(Cn2cc(C3CCCC3)nn2)C1 (centres undefined)	i
3	Cc1nccc(N2CCC(Cc3n[nH]c(=O)n3-c3ccccc3)CC2)n1	?
4	Cc1ccccc1CN1CCC(CNC(=O)c2ccc[nH]c2=O)C1 (centres undefined)	i
5	CN1C[C@@H](NC(=O)NC2CCCCC2)C[C@H]1c1nc(-c2ccc3c(c2)OCO3)no1	i
6	COc1ccc(C)cc1C(=O)C1CC(C(=O)O)C(C)(C)C1C (centres undefined)	i
7	C=CCN(Cc1ccc(C)s1)C(=O)c1cnc2sc(C)c(C)n2c1=O	?
8	Cc1cccc(-n2nc3c(c2NC(=O)COc2ccc(Cl)cc2Cl)CS(=O)C3)c1C (centres undefined)	i
9	O=C(CSc1nncc2ccccc12)c1ccccc1	?
10	NC(N)=[N+]1CCc2ccccc2C1	i
11	Cc1cccc(C)c1NC(=O)c1nccnc1C(=O)O	?
12	NC(=O)c1ccc2[nH]ccc2c1	i
13	O=C(c1ccccc1)C1CN(Cc2ccccc2)CCC1(O)c1ccccc1 (centres undefined)	i
14	Cn1c(=O)c2c(nc(NC3CCCCC3)n2Cc2ccccc2F)n(C)c1=O	?
15	COCC(C)N(Cc1ccccc1OC)C(=O)c1cnn2ccccc12 (centres undefined)	?
16	O=C(CC1(O)C(=O)Nc2ccc(Cl)cc21)c1cccs1 (centres undefined)	i
17	O=C(NCCc1nc2cccnc2n1C1CCCCC1)Nc1ccccc1	?
18	COc1ccc(F)c(-c2cnc(N)nc2)c1	i
19	COCCn1cnc2cc(NC(=O)C3CCCCC3)cc(C(=O)N3CCc4sccc4C3)c21	i
20	Cc1ccc(NC(=O)C2CCN(c3ccc(-c4cccs4)nn3)CC2)c(C)c1	?
21	COc1cccc(Cn2nc(C(=O)NC3CC3)c3c2CCN(C(=O)c2cccs2)C3)c1	i
22	OCCNc1ncnc2ccc(-n3ccc(-c4cccnc4)n3)cc12	?
23	Cc1nc2sc3ccccc3c2s1	i
24	O=c1c2c[nH]c3ccccc3nc-2c2ccccc12	42.0%*
25	O=C(c1ccco1)N1CCCCCC1	i
26	COc1cc(-c2cc(-c3ccccc3)nc3sc(C(=O)O)c(N)c23)cc(OC)c1OC	i
27	COc1cc2c(cc1OC)C(C(=O)Nc1cnc3ccccc3c1)C1c3ccccc3CCN1C2=O (centres undefined)	i
28	O=C(CN1CCCN(Cc2ccccc2Cl)S1(=O)=O)Nc1ccccc1	i
29	CCc1[nH]c2ccc(CNC(=O)[C@@H]3CCCN3C(C)=O)cc2c1C	i
30	Cn1ncc(Cl)c1C(=O)NCc1ccc2[nH]c3c(c2c1)CCCCC3	i

Shown as labelled records: four of the compounds above
(21) COc1cccc(Cn2nc(C(=O)NC3CC3)c3c2CCN(C(=O)c2cccs2)C3)c1
  ST2 IL33 inh: i

(18) COc1ccc(F)c(-c2cnc(N)nc2)c1
  ST2 IL33 inh: i

(20) Cc1ccc(NC(=O)C2CCN(c3ccc(-c4cccs4)nn3)CC2)c(C)c1
  ST2 IL33 inh: ?

(28) O=C(CN1CCCN(Cc2ccccc2Cl)S1(=O)=O)Nc1ccccc1
  ST2 IL33 inh: i

Continued:
No.	compound	ST2 IL33 inh
31	Cc1onc(-c2c(Cl)cccc2Cl)c1C(=O)N(C)Cc1ccccc1	i
32	CCN1CC(Nc2nc(-c3ccncc3)nc3c2CNC3)CC1=O (centres undefined)	i
33	O=C(CSc1nc2c([nH]c3ccccc32)c(=O)n1-c1ccc(F)cc1)NCc1ccco1	i
34	Cc1nc(CN2CC(OCc3ccncc3)CN(Cc3ccc4c(c3)CCO4)CC2=O)cs1 (centres undefined)	?
35	Cc1cc([N+](=O)[O-])nn1CCCC(=O)Nc1ccc(Br)cc1	i
36	COc1ccc(Cn2nc(C(=O)NC3CCCC3)c3c2CCN(Cc2ccc4c(c2)CCO4)C3)cc1	i
37	Cc1cn([C@H]2C[C@@H](N=[N+]=[N-])[C@@H](CO)O2)c(=O)[nH]c1=O	i
38	Cc1cccc(C)c1NC(=O)c1ccc(F)cc1	i
39	C=CCN(CC=C)C(=O)CN1CCN(S(=O)(=O)N2CCCC2)CC1	i
40	COc1ccc2c(c1)c1ncn(C)c(=O)c1n2Cc1ccccc1	?
41	COc1cc(-c2cnc(N)c(C)c2)cc(OC)c1OC	i
42	Cc1nc2nc(SCC(=O)N3CCC(C)CC3)nn2c(C)c1Cc1ccc(Cl)cc1	i
43	Cc1c(Cl)cccc1NC(=O)C1CCN(C(=O)Cc2ccccc2)CC1	?
44	CC(C)NC(=O)c1cc(=O)[nH]c2ccc(S(=O)(=O)N3CCCC3)cc12	i
45	COc1ccccc1/C=C/C1=NC(=C\C(Cl)=C\c2ccccc2)/C(=O)O1	i
46	CCC(C)Oc1c(Cl)cc(/C=C2/NC(=O)NC2=O)cc1OC (centres undefined)	?
47	COc1ccc(N(C(=O)c2cc(C)cc(C)c2)C2C=CS(=O)(=O)C2)cc1 (centres undefined)	i
48	CC(=O)N1c2ccccc2C(=O)OC1c1cccnc1 (centres undefined)	i
49	COC(=O)c1ccc(C(=O)Nc2nc3c(s2)CCCC3)cc1	?
50	O=C(NC1CCCCCC1)C1CCN(S(=O)(=O)N2CCCCC2)CC1	i
51	CC(C)C[C@@H](N)C(=O)NCc1cn2ccccc2n1	?
52	CC(=O)Nc1ccc(NC(=O)N2CCCCC2)cc1	i
53	O=C(C1CCC1)N1CCc2cc(S(=O)(=O)NCCc3ccc(Cl)cc3)ccc21	i
54	CCOc1ccccc1NC1OC(=O)c2ccccc21 (centres undefined)	i
55	O=C(NCCc1ccccc1)c1cnc2n(c1=O)CCS2	i
56	CN1C[C@@H](NC(=O)c2ccc3c(c2)OCO3)C[C@H]1c1nc(-c2ccc3ccccc3c2)no1	?
57	Cc1ccc(S(=O)(=O)c2ccc(Cl)cc2)cc1S(=O)(=O)NCc1ccco1	?
58	COc1ccc(C2CC(c3ccccc3)=NN2C(=O)c2cc(OC)c(OC)c(OC)c2)cc1 (centres undefined)	i
59	O=c1c2ccccc2cnn1CCCCOc1ccc(Cl)cc1	i
60	CC1CCCN(C2CC(=O)N(c3ccc(Br)cc3Br)C2=O)C1 (centres undefined)	?
61	O=C(Nc1cccc(NC(=O)c2ccc(Br)o2)n1)c1ccc(Br)o1	?
62	Cc1c(Cl)cccc1NC(=O)c1ccc2c(c1)C(=O)N(CC1CCCO1)C2=O (centres undefined)	?
63	COc1ccccc1-c1nnc(Nc2nc3c(F)cccc3s2)o1	i
64	CCOC(=O)N1CCN(C2CCCN(C3CCN(Cc4ccco4)CC3)C2)CC1 (centres undefined)	i
65	COc1ccc(Nc2cc(C)nc(N3CCN(S(=O)(=O)c4cccc(F)c4)CC3)n2)cc1	?
66	CCN(CC)CCn1ccnc1-c1cc2ccc(F)cc2[nH]c1=O	i
67	COc1ccc(CN2C[C@H](O)C[C@H]2c2nc(-c3ccc4c(c3)OCO4)no2)c2ccccc12	i
68	CCCSc1nnc2c(n1)OC(c1ccccc1OC)N(C(C)=O)c1ccccc1-2 (centres undefined)	i
69	CSc1c(CC(=O)NC(C)(C)CO)n(Cc2ccccc2)c2ccccc12	?
70	O=C(Nc1ccc(F)c(Cl)c1)c1cnc2n(c1=O)CCS2	i
71	CC(C)(O)C1Oc2cc3oc(=O)ccc3cc2C1O[C@@H]1O[C@H](CO)[C@@H](O)[C@H](O)[C@H]1O (some centres undefined)	i
72	CC1CCC(C(=O)NC(C(=O)Nc2ccc3c(c2)OCO3)C(C)C)CC1 (centres undefined)	i
73	Cc1ccc(C2=N/C(=C\c3cccc(F)c3)C(=O)O2)cc1[N+](=O)[O-]	i
74	COc1ccc(NC(NC(=O)c2cccnc2)C(Cl)(Cl)Cl)cc1 (centres undefined)	?
75	CCc1ccc(-c2nc(CSCC(=O)N3CCN(CC)CC3)c(C)o2)cc1	i
76	Cc1c(C#N)c2ccccc2n1CC(=O)NCC1CCCO1 (centres undefined)	i
77	Cc1cccc(C)c1NC(=O)CSc1nnc2cc(C)c3ccccc3n12	?
78	Cc1cc(C)n(CC(=O)NC2CC(=O)N(CCCc3ccccc3)C2)n1 (centres undefined)	i
79	CC1C2NC(=O)N(c3cccc(Cl)c3)C1(C)Oc1ccccc12 (centres undefined)	i
80	Cc1nc2sc(C(c3ccccc3)N3CCCCC3)c(O)n2n1 (centres undefined)	?
81	CN(C)CCOC(=O)COc1ccc(Cl)cc1	i
82	CCOC(=O)C1CCN(C(=O)Cc2c(C(=O)O)n(CC)c3ccccc23)CC1	i
83	O=C(Cn1cnc2ccccc2c1=O)NCCC(=O)Nc1ccccc1C(F)(F)F	i
84	O=c1oc(-c2ccccc2F)nc2scc(-c3cccs3)c12	?
85	O=C(Nc1ccccc1C(=O)O)c1cccnc1	?
86	CCc1cc2c(SCC(=O)O)ncnc2s1	i
87	CC(C)c1ccc(N(C(=O)c2cccs2)C2C=CS(=O)(=O)C2)cc1 (centres undefined)	i
88	O=C(Nc1ccccc1CCc1nc2ccccc2[nH]1)C1CCCN(S(=O)(=O)N2CCCC2)C1 (centres undefined)	i
89	COc1ccc(Br)cc1CN1CCC(N2CCCCC2)CC1	?
90	O=C1NCC2(CCCN(c3nc(-c4ccccc4)nc4ccccc34)CC2)O1 (centres undefined)	i

(listing goes on)
No.	compound	ST2 IL33 inh
91	COc1ccc(-c2ccccc2C(N)=O)cc1Cl	i
92	O=C(COc1ccc(Cl)cc1Cl)Nc1cccc(-c2nc3ncccc3o2)c1	?
93	CCC(Nc1nc(-c2ccncc2)nc2c1CCNC2)c1ccc(OC)cc1 (centres undefined)	?
94	COc1ccc(CNC(=O)CN(c2cccc(Br)c2)S(C)(=O)=O)cc1	i
95	O=C(CN1CCN(Cc2ccccc2F)C1=O)NCc1ccccc1Cl	i
96	CC(C)Cc1ccc(S(=O)(=O)Nc2ccccc2)cc1	i
97	O=C1C=CC(=NS(=O)(=O)c2ccccc2)C=C1Br	31.0%*
98	COc1cccc(OC)c1OCC(O)CN1CCN(c2ccc(F)cc2)CC1 (centres undefined)	?
99	Cc1ccc(OCCNC(=O)c2ccc(C)c(NC(=O)C3CC3)c2)cc1C	i
100	O=S(=O)(NC1CC1)c1ccc(Br)cc1	i
101	O=C(C1=C(O)C(=O)N(Cc2cccnc2)C1c1ccncc1)c1ccco1 (centres undefined)	i
102	COc1ccc(NCc2nc3ccccc3n2Cc2ccccc2F)cc1	i
103	COCCOC(=O)C1=C(C)N=C2SCCC(=O)N2C1c1ccc(C)cc1 (centres undefined)	i
104	O=C(c1ccc2c(c1)OCO2)N1CCN(c2ccccn2)CC1	i
105	CCOc1nc(NCCO)nc(N2CCN(c3ccc(OC)cc3)CC2)n1	?

A draw from above in order of number of heavy atoms, highest first:
No.	compound	ST2 IL33 inh
105	CCOc1nc(NCCO)nc(N2CCN(c3ccc(OC)cc3)CC2)n1	?
66	CCN(CC)CCn1ccnc1-c1cc2ccc(F)cc2[nH]c1=O	i
12	NC(=O)c1ccc2[nH]ccc2c1	i

Other results follow:
No.	compound	ST2 IL33 inh
106	Cc1ccc(NC(=O)C(Cc2ccccc2)NS(=O)(=O)c2cccs2)cc1Cl (centres undefined)	i
107	Cn1nc(-c2ccc(Cl)cc2)c2cc(C(=O)Nc3ccc4c(c3)OCO4)sc21	i
108	O=C(c1cccc(Br)c1)N1N=C(C(F)(F)F)CC1(O)c1ccc(Cl)cc1 (centres undefined)	?
109	COc1cc(C2Nc3ccccc3-c3nnc(SC)nc3O2)cc([N+](=O)[O-])c1O (centres undefined)	i
110	O=C(c1cccn2c(=O)c3c4c(sc3nc12)CCCC4)N1CCN(c2ccc(Cl)cc2)CC1	?
111	O=C(NCCOc1ccccc1F)C(=O)N1CCCC1	?
112	COc1cc(=O)oc(C(C)C(C)O)c1CO (centres undefined)	i
113	Cc1cccc(C)c1NC(=O)c1ccco1	i
114	O=C(CN1Cc2ccccc2OC(c2ccsc2)C1)N1CCCC1c1nccs1 (centres undefined)	?
115	CCn1c(C2CCNCC2)nn(Cc2ncccn2)c1=O	?
116	NC(=O)C1CCCc2c1[nH]c1ccc(Cl)cc21 (centres undefined)	i
117	COc1cc(C(=O)Nc2cccc3nsnc23)cc(OC)c1OC	?
118	COc1ccc(-n2c(SCC(=O)Nc3nccs3)nc3c([nH]c4ccccc43)c2=O)cc1	?
119	Cc1ccc(C)c(N2C(=O)C3C(C2=O)N2CCCN2C3c2ccccc2)c1 (centres undefined)	i
120	Cc1cnc(CNS(=O)(=O)NCc2ccccc2)cn1	i
121	O=C(C[C@@H]1O[C@H](CNC(=O)c2ccccc2)[C@@H](O)[C@H]1O)NC1CC1	i
122	CCOC(=O)c1c(-c2ccccc2)oc2cc(Br)c(O)cc12	i
123	CC(C)c1ncc(-c2cc(C(=O)N(C)C(C)C)c3ccccc3n2)cn1	i
124	O=C(Nc1c2c(nn1-c1ccc(Cl)cc1)CSC2)c1ccc(N2C(=O)CCC2=O)cc1	?
125	CCN(c1ccc2c(c1)OCO2)S(=O)(=O)c1ccc2c(c1)CCC(=O)N2	i
126	Cc1cc(C)c(NC(=O)CN2CCN(Cc3ccccc3F)S2(=O)=O)c(C)c1	i
127	Cc1ccc(Cl)cc1NC(=O)c1ccccc1C(=O)Nc1cc(Cl)ccc1C	i
128	Cc1cc(N2CCN(C)CC2)nc2ccc(NC(=O)CCC(=O)NC(C)C)cc12	i
129	O=CNC(Cc1ccccc1)Cc1ccccc1	i
130	O=C(c1ccccc1)c1cncc(Br)c1	?
131	COc1ccc(-c2cc3c(n(C)c2=O)CCN(C(=O)c2ccc(C(C)=O)s2)C3)c2ccc(C)nc12	?
132	COc1ccccc1/C=C1/C=C(c2ccc(C)cc2C)OC1=O	?
133	O=C(Cc1ccccc1)NC1CC(=O)N(c2ccc(F)cc2)C1 (centres undefined)	?
134	CCN(CC)CCNC(=O)c1ccc2c(Cl)c3c(nc2c1)CCCC3	i
135	Cc1ccc(C(=O)O[C@@H](C(=O)O)[C@@H](OC(=O)c2ccc(C)cc2)C(=O)O)cc1 (tested in a mixture with another compound)	?

Compound activity from PubChem BioAssay.

The list is partial, so the mix of outcomes need not match the whole.
